# SRC3 inh = human NCOA3 inhibition. Q9Y6Q9. HEK293 GAL4-SRC3 luciferase reporter, luminescence. inhibition, % at 3.6 µM. 0.17% of 360,000 active;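 active means inhibition above a per-campaign cutoff, the mean of all compounds plus 3 SD, cut at about 60% in these data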;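 further: 0% = DMSO-treated cells and 100% = gossypol-treated cells at 36 µM; higher means less SRC3-driven luciferase light from the GAL4 reporter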
# NOD2-RIPK2 inh = blocks binding of human NOD2 to RIPK2; CHO BLA complementation NOD2-RIPK2, CCF4 ratio; inhibition, % at 4.98 µM; 0.38% of 360,000 active; AID 624267; in the data active means inhibition above about 21%;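 further: 0% = vehicle only and 100% = reference blocker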
# ABHD5-PLIN5 inh = ABHD5-PLIN5 protein interaction inhibition | Q00G26+Q8WTS1 | Split G. princeps luciferase complementation, luminescence, 4 h | inhibition, % at 4 µM | 0.78% of 360,000 active | AID 602281;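 active means inhibition above the mean inhibition across every tested compound plus 3 SD, cut at about 22% in these data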;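 further: 0% = DMSO only wells and the 100% control is not disclosed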
# Exocytosis inh = blocks lytic granule exocytosis; TALL-104 LAMP-1 surface exposure, flow cytometry; cells stimulated with thapsigargin and PMA; inhibition, % at 10 µM; 0.66% of 360,000 active;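 active means inhibition above about 55%, limit read from the data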
# TROY NFkB inh = blocks TROY-dependent signaling in reporter cells. Q293 LMP1-TROYcd NF-kB luciferase reporter, 4 h. inhibition, % at 10 µM. 0.98% of 360,000 active;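 active means compounds whose plate-normalised and pattern-corrected inhibition of the luciferase reporter signal at the single screening dose is 50% or more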
# SRC2 inh = inhibits human steroid receptor coactivator 2; Q15596; HEK293 GAL4-SRC2 luciferase reporter, luminescence; inhibition, % at 9 µM; 0.17% of 370,000 active;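 active means inhibition above the mean inhibition of all tested compounds plus 3 SD, set per campaign, cut at about 52% in these data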;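 further: 0% = DMSO treated cells and 100% = cells given Gossypol at 36 µM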
# SRC1 inh = human NCOA1 inhibition. inhibition, % at 3.6 µM. AID 588354. 0.12% of 360,000 active. HEK293 GAL4-SRC1 luciferase reporter, luminescence;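 active means inhibition above the campaign mean plus 3 SD, with each screening campaign given its own cutoff, cut at about 60% in these data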;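 further: 0% = DMSO treated cells and 100% = gossypol at 36 µM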
# TWEAK Fn14 block = blocks TWEAK-Fn14 interaction in a reporter cell assay. TWEAK-stimulated Fn14 reporter cells, luciferase luminescence, 8 h. inhibition, % at 10 µM. 2% of 360,000 active; in the data active means inhibition above about 50%
# TLR9-MyD88 block = inhibitors of human TLR9-MyD88 binding. CHO BLA complementation TLR9-MyD88, CCF4 FRET ratio. inhibition, % at 4.98 µM. 0.21% of 340,000 active. AID 504734;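 active means inhibition above the mean over all tested compounds plus 3 SD, cut at about 21% in these data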;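 further: 0% = DMSO only wells and 100% = clavulanate BLA inhibitor control wells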
# LRH-1 inv ag = inverse agonists of human LRH-1 (NR5A2) | O00482 | inhibition, % at 3.6 µM | HEK293T StAR-luciferase reporter, LRH-1 transfected, 24 h | 0.13% of 360,000 active;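 active means inhibition above the mean inhibition of all tested compounds plus 3 SD, cut at about 73% in these data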;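 further: 0% = DMSO wells and 100% = reporter-only cells lacking LRH-1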
# COUP-TFII inh = inhibitors of human COUP-TFII (NR2F2); 0.7% of 370,000 active; inhibition, % at 8.6 µM; P24468; HEK293T NGFI-A luciferase reporter, luminescence;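 active means inhibition above a per-plate cutoff, mean inhibition of test wells between control levels plus 3 SD, cut at about 38% in these data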;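 further: cells cotransfected with COUP-TFII expression vector driving the NGFI-A reporter; 0% = median of COUP-TF2 test wells and 100% = reporter-only cells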
# An asterisk follows results filed as active; / = no result given.
# Values run as follows: SRC3 inh	NOD2-RIPK2 inh	ABHD5-PLIN5 inh	Exocytosis inh	TROY NFkB inh	SRC2 inh	SRC1 inh	TWEAK Fn14 block	TLR9-MyD88 block	LRH-1 inv ag	COUP-TFII inh
CCO[C@H]1OC(C(=O)N2CCN(C)CC2)=C[C@@H](c2ccc(C(F)(F)F)cc2)[C@@H]1CCCO
 : 12	-4	1	2	19	9	-10	14	-1	-1	-2
COc1ccc(NC(=O)CN2CCCN(S(=O)(=O)c3ccc(F)cc3)CC2)cc1
 : -10	-2	-2	-2	6	6	-11	-22	5	23	0
OCC(O)/C=N/Nc1nc2ccccc2s1 (stereo unspecified)
 : -23	-7	-5	-3	17	-32	-31	16	5	-55	-30
O=C(NC(c1ccccc1)c1ccc2ccccc2n1)C1CCN(CCOc2ccc(Cl)cc2Cl)CC1 (stereo unspecified)
 : 6	5	-4	19	35	-17	-32	14	/	-11	-1
CC(C)(C)NC(=O)CN(C(=O)C(=O)Nc1ccc2c(c1)OCCO2)C1CC1
 : -5	-1	1	-9	10	-1	1	8	0	9	-3
C[C@H](CO)N1C[C@H](C)[C@@H](CN(C)C(=O)NC2CCCC2)Oc2cc(Br)ccc2S1(=O)=O
 : 1	-1	-4	-2	1	20	-4	2	-11	-14	19
COC(C)(C)[C@]12CC(O)(c3ccccc3)ON1[C@H]1CCCCC1N2O (stereo partly specified)
 : -1	-6	-3	5	4	-6	-3	12	-8	-2	-1
CC(=O)N1c2ccc(S(=O)(=O)N(C)Cc3ccccc3)cc2CC1C (stereo unspecified)
 : 0	1	-7	3	10	-6	21	32	-2	15	-9
CC1CCC(NC(=O)COC(=O)c2n[nH]c(=O)c3ccccc23)CC1 (stereo unspecified)
 : 2	-3	6	-1	-17	-12	1	-6	1	-13	-7
CCOC(=O)CCNCC1COc2ccccc2O1 (stereo unspecified)
 : 4	-7	6	0	-12	-27	4	-1	-7	1	-2
CCOC(=O)c1c(C)nc2c(C#N)cnn2c1C
 : 10	-4	-1	-1	-7	-17	-6	-21	-8	0	-9
NS(=O)(=O)c1ccc(NC(=O)CN2C(=O)C3C4C=CC(C4)C3C2=O)cc1 (stereo unspecified)
 : 7	-2	-4	4	-17	12	-16	18	1	0	6
Cc1occc1C(=O)Nc1nccs1
 : 12	7	1	1	6	-22	-2	-5	-1	-9	5
CCOC(=O)c1sc(N2C(=O)C(O)=C(C(=O)c3ccco3)C2c2ccco2)nc1C (stereo unspecified)
 : -15	-4	6	-1	-22	-10	11	28	1	-17	14
N#C/C(=C\c1c(N2CCCCC2)nc2ccccn2c1=O)C(=O)NCc1ccco1
 : 7	-2	4	1	-10	-7	5	-5	-4	1	-11
CC(C)c1ccc(CN(C(=O)/C=C/c2ccco2)C2CCS(=O)(=O)C2)cc1 (stereo unspecified)
 : 24	6	6	6	-9	0	2	-13	-3	-8	-8
Cc1n[nH]c(C)c1Sc1ccccc1N
 : 5	9	-1	-2	1	-15	0	0	-6	4	21
COc1ccccc1/C=C/C=N/n1c(-c2n[nH]c3c2CCC3)n[nH]c1=S
 : 18	-8	-3	3	12	-9	4	-6	/	-25	-9
CN(C(=O)COC(=O)c1c[nH]c(=O)[nH]c1=O)C1CCCCC1
 : 4	-1	1	2	16	10	-3	10	10	-5	-24
Cc1cc(Oc2ccccc2)nc(SCC(=O)Nc2ccccc2)n1
 : 14	2	-3	-5	19	2	6	0	-6	-9	15
OCC1(Cc2ccccc2C(F)(F)F)CCN(Cc2ccc3c(c2)CCO3)CC1
 : 9	-14	-5	-1	4	-24	-14	-2	-5	11	22
CN(CC(=O)N1CCCCC1)S(=O)(=O)c1cccc2cccnc12
 : 6	9	-1	-4	5	-19	10	16	-9	7	18
Cc1cc(C(=O)NNC(=O)c2cccs2)c(C)o1
 : 8	1	18	-8	-43	9	-2	-5	-6	8	3
O=Cc1c(NCc2ccc(Cl)cc2)c2ccccc2[nH]c1=O
 : -13	0	8	-1	11	-5	-3	-6	4	5	1
COc1ccc(C)c2sc(=NC(=O)C(C)C)n(C)c12
 : -5	3	-5	1	17	-18	-6	-19	16	5	7
Cc1ccc2nc(/C(C#N)=C\c3ccc(Oc4ccc(C(F)(F)F)cc4[N+](=O)[O-])cc3)[nH]c2c1
 : 11	3	-1	1	9	-4	8	-47	0	-3	1
O=C1CCCN2N=C(SCC(=O)Nc3ccc(F)cc3F)SC2=N1
 : -8	1	1	-11	-1	-15	0	-9	6	14	10
CCC1CCCCN1S(=O)(=O)c1ccc(C(=O)Nc2nnc(-c3cccs3)o2)cc1 (stereo unspecified)
 : 44	-3	-5	4	-21	/	27	-79	-1	-5	/
CC(C)N(Cc1ccccc1)C(=O)CN1C(=O)NC2(CCCCCC2)C1=O
 : -6	13	1	-3	4	-8	-6	2	-11	-6	-3
O=C(Nc1cccc(F)c1)N1CCN(C(=O)c2ccco2)CC1
 : 9	-14	0	-1	2	2	-21	-3	-8	-1	11
COC(=O)C1=C(C)NC(=O)NC1c1c(O)ccc2ccccc12 (stereo unspecified)
 : 16	4	10	2	-3	-19	1	-13	-4	7	13
CC/C(C)=N/NC(=O)c1[nH]c2ccc(C)cc2c1-c1ccccc1
 : -5	1	-16	-2	29	-11	-14	2	-2	4	-33
COc1ccc(CCNC(=O)c2nnn(-c3ccccc3OC)c2N)cc1OC
 : 11	2	4	-1	-15	12	-71	-3	12	15	-11
CC(=O)OC[C@@H]1CN(Cc2ccccc2)C[C@H](n2cnc3c(NCc4ccc(F)cc4)ncnc32)O1
 : -9	-7	-5	-4	8	4	-3	-59	/	-5	17
O=c1[nH]c(SCc2cccc(F)c2)nc2ccccc12
 : 4	3	8	-15	-13	-53	8	1	9	-5	-17
Cc1cc(NS(=O)(=O)c2c(C)[nH]c(=O)[nH]c2=O)ccc1Br
 : 4	-8	3	-4	4	17	5	7	6	-9	1
NC(=O)CC1(CC(=O)O)CCCCC1
 : -4	-6	2	-1	-9	-17	-23	-14	-7	-22	14
CCc1nc2c(OCCn3cccc3)cccn2c1N(C)C(=O)c1ccc(OC)cc1
 : -9	-14	2	-5	5	-6	11	2	/	7	6
CCOc1cc(/C=N/n2cnnc2)ccc1OS(=O)(=O)c1ccc(C)cc1
 : 10	4	0	2	-1	11	-23	9	-4	-3	17
O=C(Nc1nc2ccc(S(=O)(=O)N3CCCC3)cc2s1)c1ccco1
 : -18	-15	-4	-2	-23	-4	12	-15	-9	11	3
Cc1occc1C(=O)N/N=C/c1cccnc1
 : -50	-9	3	1	-50	-48	-66	-47	6	-145	-37
O=C(NCC(c1ccco1)N1CCN(c2ccc(F)cc2)CC1)C(=O)NC1CCCC1 (stereo unspecified)
 : -8	-1	0	-1	0	10	-39	11	-1	21	0
CN1CCN(c2nc3c(c(=O)n(C)c(=O)n3C)n2Cc2cccc(Br)c2)CC1
 : -27	-15	6	4	22	0	13	8	-2	8	-1
Nn1c(SCC(=O)NNC(=O)c2ccccc2)nnc1-c1ccccc1F
 : -14	-2	-1	-1	5	-4	-15	3	4	9	0
Clc1cccc(Cl)c1Cn1cc(Br)cn1
 : 9	6	-1	-5	-1	-5	-3	20	7	5	-14
COC(=O)C(C(=O)Nc1ccccc1C)C1CCCC1 (stereo unspecified)
 : 15	-5	1	-2	-11	-14	1	-8	0	-2	-6
CCCCN1CCc2c([nH]c3ccccc23)C1=O
 : -66	5	6	0	-20	-44	-95	2	-12	-68	-23
CCOc1cc(C(=O)NC(C)COC)cc(OCC)c1OCC (stereo unspecified)
 : -17	0	-1	6	14	-24	-4	10	1	1	-2
Cc1cccc(OCC(=O)NNC(=O)c2cc3ccccc3oc2=O)c1
 : -9	-3	-4	-9	-14	13	-5	8	8	-9	-7
COc1ccc(-c2cnc3c(c2)C(=O)N([C@H](C)CO)C[C@@H](C)[C@@H](CN(C)C(=O)NC2CCCC2)O3)cc1
 : 20	-3	8	2	-3	-9	-6	5	3	-6	-4
O=C(NCCNC(=O)c1ccco1)c1ccco1
 : -7	-8	4	-8	14	12	5	5	-12	7	18

# An excerpt; rates above refer to the full screens.
